# EphA4 KYL inhibition – inhibitors of EphA4 binding to KYL peptide, primary screen, biochemical, colorimetric, mouse EphA4 (AID 689); EphA4-AP binding to KYL peptide, pNPP A405; higher % means a stronger effect; one-dose inhibition, % at 10 µM; IC50 in µM for titrated hits; 62,000 tested, 0.1% active; in the data active = a potency from the dose series; inactive = the rest, 99 in 100 with inhibition below about 22%
# * = called active by the depositor; & = joins results of further samples. Not all compounds are listed. The share of hits here may be higher or lower than overall.
SMILES,EphA4 KYL inhibition
O=C(O)c1ccc(S(=O)(=O)c2ccc3c(c2)C(=O)N(c2ccc(Sc4ccc([N+](=O)[O-])cc4)cc2)C3=O)cc1,-5%
O=C(NC1(C(F)(F)F)N=C2SCCN2C1=O)c1ccco1 (configuration not stated),-7%
CCOC(=O)c1cc(C(=O)OCC)cc(-n2cc(O)c(C(=O)OCC)n2)c1,-13%
CCCCN(CCCNC(=O)C1CCN(S(=O)(=O)N2CCOCC2)CC1)c1ccccc1,-5%
CN(C)CCNC(=O)c1cc2c(s1)-c1ccccc1OC2,4%
FC(F)(F)c1cc(-c2ccco2)nc(NCc2cccs2)n1,-14%
CCN(CCCNC(=O)C1CCN(S(=O)(=O)N2CCOCC2)CC1)c1cccc(C)c1,-1%
CC1CN(C(=O)CCn2c(=O)oc3ccccc32)CC(C)O1 (configuration not stated),19%
CC(CC#CCN1CCOCC1)OCCC#N (configuration not stated),-3%
O=C(COc1cccc(-n2cnnn2)c1)NCCC1=CCCCC1,-14%
COc1ccc(/C=C/C(=O)c2ccc[nH]2)cc1OC,-8%
CCN(CC)C(=O)N1c2ccccc2CC(N(CC)CC)c2ccccc21 (configuration not stated),-15%
Cc1cc(Oc2ccccc2)nc(-c2ccccc2O)n1,-11%
COc1ccc2ccccc2c1C1NC(=S)NC(C)=C1C(=O)Nc1cc(Cl)ccc1C (configuration not stated),16%
CCOc1ccc(C(c2c(O)nc(SC)n(C)c2=O)c2c(O)nc(SC)n(C)c2=O)cc1,-10%
COc1ccc(CCNc2oc(COc3ccccc3F)nc2C#N)cc1OC,-10%
CCN=C1SC(CC(=O)Nc2sc(C)c(C)c2C(=O)OC)C(=O)N1CC (configuration not stated),-5%
Cc1cc(F)c(F)c(C(=O)N2CCN(C)CC2)c1Cl,2%
Cc1nc2scc(-c3ccccc3)c2c(=O)o1,-6%
O=C(NCc1cc(C(F)(F)F)cc(C(F)(F)F)c1)C1CC(c2ccccc2[N+](=O)[O-])=NO1 (configuration not stated),-2%
c1cnc(N2CCN(c3ncnc4c3oc3ccccc34)CC2)nc1,-1%
CCOC(=O)C1=NOC(CNC(=O)C2=NOC(CNC(=O)c3c(-c4ccccc4Cl)noc3C)C2)C1 (configuration not stated),8%
CC(C)C12CN3CC(C(C)C)(CN(C1)C3c1ccccc1O)C2=O (configuration not stated),6%
O=c1c2c([nH]c3ccc(Br)cc13)CCCC2,-7%
O=C(Cc1ccccn1)Nc1ccccc1,-3%

# Overlap with the part before: 4 entries, followed by the next part.
SMILES,EphA4 KYL inhibition
CCOC(=O)C1=NOC(CNC(=O)C2=NOC(CNC(=O)c3c(-c4ccccc4Cl)noc3C)C2)C1 (configuration not stated),8%
CC(C)C12CN3CC(C(C)C)(CN(C1)C3c1ccccc1O)C2=O (configuration not stated),6%
O=c1c2c([nH]c3ccc(Br)cc13)CCCC2,-7%
O=C(Cc1ccccn1)Nc1ccccc1,-3%
c1ccc(C2=Nn3c(nnc3-c3cccnc3)SC2)cc1,-6%
CCCc1cc(=O)[nH]c(SCC(=O)Nc2c(C)cccc2C)n1,-8%
O=C(N/N=C\c1cc(Br)cs1)C1COc2ccccc2O1 (configuration not stated),-3%
COc1ccc(C(=O)NN)cc1COc1ccc(Br)cc1,3%
O=C1C(C=NCc2cccnc2)=C(O)c2ccccc21,-6%
CC(C)CNC(=S)NC1CC2CCCC(C1)N2Cc1ccco1 (configuration not stated),-13%
COc1ccc(Cn2c(C)c(C)c(C#N)c2NC(=O)Nc2cccc(Cl)c2)cc1,-16%
Cc1nc2c(s1)sc1ccccc12,-8%
CCOC(=O)N1CCN(C(=O)c2ccc3c(=O)n(CCC4=CCCCC4)c(=S)[nH]c3c2)CC1,8%
COCCNC(=O)CN(C(=O)CCC(=O)Nc1cc(C)on1)c1ccc(C)cc1C,-6%
CC(=O)Cc1nsc(NC(=O)c2cc(-c3ccccc3Cl)oc2C)n1,-14%
CCc1c(C)sc(NC(=O)c2cc(-c3ccc(O)cc3)on2)c1C#N,-1%
CCCCOC(=O)NC(NCC(O)c1ccccc1)(C(F)(F)F)C(F)(F)F (configuration not stated),-4%
CC1CCCN(Cc2c(O)ccc3c(=O)c(-c4nc5ccccc5s4)c(N)oc23)C1 (configuration not stated),0%
Cc1cc(NC(=O)CSc2nnc(-c3ccc4c(c3)OCCO4)o2)no1,-21%
COCCCNc1nc2c(c(=O)[nH]c(=O)n2C)n1CC(O)COc1ccccc1 (configuration not stated),-14%
O=C(c1cncc(Br)c1)N1CCN(c2ccc(N3CCOCC3)nn2)CC1,-15%
COc1ccc(NC(=O)N2CCCC2)cc1OC,2%
O=C(CN1C(=O)c2ccc([N+](=O)[O-])cc2C1=O)Nc1cc(Cl)ccc1C(=O)O,-1%
O=C(C1CCCN(S(=O)(=O)c2cccc3cccnc23)C1)N1CCN(c2ccc(F)cc2)CC1 (configuration not stated),-7%
O=C(Nc1ccc(C(=O)N2CCOCC2)cc1)c1cccs1,0%
CCN(CC)NC(=S)Nc1ccccc1,-9%
O=C1NC(=S)S/C1=C/c1ccc(OCc2cccc(C(=O)O)c2)cc1,-10%
S=C1NC(c2ccccc2)=NCN1c1ccccc1,-17%
Cc1ccc(CNc2ccc(CNc3ncn[nH]3)cc2)cc1,-22%
# Further structures
SMILES,EphA4 KYL inhibition
Cc1oc2ccc(OCC(=O)OCc3ccccc3)cc2c1C(=O)OC(C)C,3%
CC(C)COCC1CC2(CC(C)C(=O)CC2=O)C(=O)O1 (configuration not stated),1%
O=C(C1CCN(S(=O)(=O)c2ccc(F)cc2)CC1)N1CCOCC1,16%
Cn1c(SCC(=O)N2CCN(c3ccccc3)CC2)nnc1-c1ccco1,-9%
CN(CCCNS(=O)(=O)c1cccc2cccnc12)Cc1ccccc1,-5%
COc1cc(C2Nc3ccccc3NC3=C2C(=O)CC(c2ccc4c(c2)OCO4)C3)cc(OC)c1O (configuration not stated),-6%
CNC(=O)c1ccsc1NC(=O)c1ccc(Cl)s1,-5%
COc1ccccc1CC(=O)NCc1ccco1,-12%
Cc1cc(O)c(/C=N/Nc2ccc(Cl)cc2)c(=O)o1,-15%
COc1ccc(N2CCN(c3oc(Cc4ccccc4)nc3C#N)CC2)cc1,-21%
O=C(CN(Cc1ccco1)C(=O)CNS(=O)(=O)c1ccc(Cl)cc1)NC1CCCCC1,-9%
Cc1ccc(C)c(N(CC(=O)NCCC2=CCCCC2)S(C)(=O)=O)c1,-5%
Cc1nn(CC(=O)NCc2ccccc2)c(=O)c2ccccc12,-19%
CC(=O)N1CCN(c2ccc(NCc3ccc(C(C)C)cc3)cc2)CC1,-30%
CCOC(=O)c1c(NC(=O)CSc2nc3ccccc3s2)sc(C(C)=O)c1C,-8%
Cc1ccc(Oc2ccc(OCC(=O)NC(C)C(=O)O)cc2)cc1 (configuration not stated),9%
Cc1ccc(S(=O)(=O)N2CCN(c3ccc([N+](=O)[O-])c(NCc4ccccc4)c3)CC2)cc1,-7%
COC(=O)Cc1[nH]nc2c1C(c1c[nH]c3ccccc13)C(C#N)=C(N)O2 (configuration not stated),2%
Cc1cccc(NS(=O)(=O)c2cc(C(=O)NCCC3=CCCCC3)ccc2Cl)c1,-10%
Cc1ccccc1C(=O)Nc1ccccc1C(=O)Nc1ccc(C(=O)O)cc1,7%
COc1ccc(C(=S)NC2CCCCC2)cc1,-11%
CC1CCCCN1S(=O)(=O)c1ccc2c(c1)oc(=O)n2CC(=O)O (configuration not stated),8%
O=C(Cc1ccc(Cl)cc1)NCc1ccccn1,4%
Cc1cccc(C)c1OCC(O)Cn1nnc2ccccc21 (configuration not stated),-5%
COC(=O)c1ccc(C(=O)OC)c(N)c1,-15%

# Among those listed so far, these have fluorine:
SMILES,EphA4 KYL inhibition
O=C(NC1(C(F)(F)F)N=C2SCCN2C1=O)c1ccco1 (configuration not stated),-7%
FC(F)(F)c1cc(-c2ccco2)nc(NCc2cccs2)n1,-14%
COc1ccc(CCNc2oc(COc3ccccc3F)nc2C#N)cc1OC,-10%
Cc1cc(F)c(F)c(C(=O)N2CCN(C)CC2)c1Cl,2%
O=C(NCc1cc(C(F)(F)F)cc(C(F)(F)F)c1)C1CC(c2ccccc2[N+](=O)[O-])=NO1 (configuration not stated),-2%
CCCCOC(=O)NC(NCC(O)c1ccccc1)(C(F)(F)F)C(F)(F)F (configuration not stated),-4%
O=C(C1CCCN(S(=O)(=O)c2cccc3cccnc23)C1)N1CCN(c2ccc(F)cc2)CC1 (configuration not stated),-7%
O=C(C1CCN(S(=O)(=O)c2ccc(F)cc2)CC1)N1CCOCC1,16%

# Remaining list, next part:
SMILES,EphA4 KYL inhibition
COc1ccc(CCNC(=O)CSc2nc3c(c(=O)n(C)c(=O)n3C)n2C(C)C)cc1OC,-4%
Cc1ccc(/C(O)=C2\C(=O)C(=O)N(c3ccc(O)cc3)C2c2ccc(F)cc2)cc1 (configuration not stated),-10%
C=C(C)COc1ccc2oc(C)c(C(=O)OCC)c2c1,-3%
O=c1c2ccccc2nnn1CSc1nnc(-c2ccc3c(c2)OCO3)o1,-12%
Cc1ccc(NC(=O)C2CC(=O)N(c3ccc(Br)cc3)C2)cc1Cl (configuration not stated),-13%
CCOC(=O)N1CCN(C2=Nc3cccc4cccc2c34)CC1,-4%
COc1ccc(NC(=O)Cc2cccc3c(S(=O)O)cccc23)cc1,-2%
CCOC(=O)c1c(NC(=O)c2ccco2)n(C2CCCCC2)c2nc3ccccc3nc12,18%
CSCC[C@@H](C(=O)NCc1cccs1)N1Cc2ccccc2C1=O,-4%
Cc1ccc(NC(=O)CCn2cccc2)cc1F,-28%
COc1cccc(C(=O)NC(=S)Nc2ccc(N3CCCC3)cc2)c1,-9%
COc1ccc(OC)c(/C=C2/SC(=S)N(CNc3cccc(Cl)c3)C2=O)c1,-8%
CCOC(=O)C1=NNC2(c3ccc(Cl)cc3)C(=O)N(c3cc(C)cc(C)c3)C(=O)C12 (configuration not stated),-8%
CC(=O)Nc1ccc2[nH]c3ccccc3c2c1,4%
CCC(C)NCCOCCOc1ccc(C)cc1Br (configuration not stated),10%
Cc1ccccc1OCC(=O)Nc1ccc(N2CCN(S(C)(=O)=O)CC2)cc1,-4%
Fc1ccc(CSc2nc3ncccc3[nH]2)cc1,-12%&-4%
COc1ccc(N2C(=O)C3C(C2=O)C2C=CC3C23CC3)c(OC)c1 (configuration not stated),-20%
Cc1ccc(-n2c(C)nc3c(cnn3-c3ccc(F)cc3)c2=O)cc1C,-23%
Cc1cc2nn(-c3cccc4ccccc34)nc2cc1NC(=O)c1cccs1,-3%
O=C(NCc1cccnc1)C1CC(c2ccc(F)cc2)=NO1 (configuration not stated),5%
OC1CCNC(=S)N1c1ccccc1 (configuration not stated),-15%
O=C(NCCCN1CCOCC1)c1csc2c1CCCC2,6%
COc1ccc(C2=Nn3c(nnc3-c3ccco3)SC2)cc1,-8%
COC(=O)Nc1ccc(S(=O)(=O)Nc2ccccc2F)cc1,-4%

# Already shown: entries from further up.
SMILES,EphA4 KYL inhibition
Cc1ccc(NC(=O)CCn2cccc2)cc1F,-28%
COc1cccc(C(=O)NC(=S)Nc2ccc(N3CCCC3)cc2)c1,-9%
COc1ccc(OC)c(/C=C2/SC(=S)N(CNc3cccc(Cl)c3)C2=O)c1,-8%
CCOC(=O)C1=NNC2(c3ccc(Cl)cc3)C(=O)N(c3cc(C)cc(C)c3)C(=O)C12 (configuration not stated),-8%
CC(=O)Nc1ccc2[nH]c3ccccc3c2c1,4%
CCC(C)NCCOCCOc1ccc(C)cc1Br (configuration not stated),10%

# Later entries:
SMILES,EphA4 KYL inhibition
S=c1nc(-c2ccccc2)n(CCCN2CCOCC2)c2c1CCCC2,-7%
CC(C)(C)c1cn(-c2ccc(Cl)cc2)c(=S)[nH]1,-4%
CCCCC(=O)NNC(=S)NC(=O)c1cccc([N+](=O)[O-])c1,2%
CCN(CC)CCn1c2ccccc2c2cnc(N=CN(C)C)c(C#N)c21,-7%
Cc1cc(NC(=O)C2C3C(=O)N(Cc4ccc(Cl)cc4)C(C(=O)NC4CCCCC4)C34C=CC2(C)O4)no1 (configuration not stated),-12%
COc1ccccc1N(C)S(=O)(=O)c1ccc(C(=O)OCC(=O)NCc2ccco2)cc1,-8%
Cc1ccc(-n2ncc3c(N4CCC5(CC4)OCCO5)ncnc32)c(C)c1,0%
CCOC(=O)N1CCN(Cc2nc3c(c(=O)[nH]c(=O)n3C)n2Cc2ccccc2C)CC1,-7%
Cc1cc(C(F)(F)F)nn1CC(=O)Nc1sc2c(c1C(N)=O)CCC(C)C2 (configuration not stated),0%
COc1ccccc1/C=C1\C(=O)NC(=S)N(c2ccc(Br)cc2)C1=O,-6%
C(=N\c1nc2ccccc2n1CCN1CCOCC1)/c1cccs1,-4%
CCCS(=O)(=O)n1nc(-c2ccc(OC)cc2)cc1N,-4%
Oc1csc(Cc2nc(-c3ccc4ccccc4c3)cs2)n1,-6%
CCN1C(=O)/C(=C\N2CCCCCC2)SC1=S,-4%
Cc1cc(S(=O)(=O)NCc2ccco2)c(C)s1,-5%
O=[N+]([O-])c1ccc(Sc2nc3ccccc3o2)c([N+](=O)[O-])c1,12%
O=C(CN(Cc1ccc2c(c1)OCO2)C(=O)CNS(=O)(=O)c1ccccc1)NCC1CCCO1 (configuration not stated),-1%
O=C(Oc1cccnc1)c1ccc(Cl)cc1,-2%
CCN(CC)C(=O)C1CCCN(c2ncnc3c2cnn3-c2cccc(C)c2)C1 (configuration not stated),-15%
CCOc1ccc(CCNC(=O)CN(C)S(=O)(=O)c2ccc3c(c2)CCC(=O)N3)cc1OCC,9%
Cc1cccc(Cn2c(Sc3nc(C)cs3)nc3c2c(=O)[nH]c(=O)n3C)c1,-20%
COc1cccc(/C=N\NC(=O)c2cc(OCC(F)(F)F)ccc2OCC(F)(F)F)c1,4%
Cc1cc(=O)n2[nH]c(-c3ccc(F)cc3)cc2n1,-12%
Cc1c(/C=C/C(=O)c2ccccc2)cnn1C,-12%
Cc1cc(C)nc(Nc2n[nH]c(COc3ccc(Cl)cc3)n2)n1,-9%
# The list continues.
SMILES,EphA4 KYL inhibition
O=C(Nc1nc(-c2ccc(Cl)s2)cs1)c1cccs1,14%
COc1ccccc1C(=O)N1CCN(C(=O)COc2ccc(Cl)cc2)CC1,1%
C/C(=C1\SC(N2CCOCC2)=NC1=O)c1ccc(C)cc1,6%
CCc1[nH]nc2c1C1(CCOC1C)C(C#N)=C(N)O2 (configuration not stated),-13%
COc1ccccc1OCCOc1ccc(Br)cc1/C=C1/SC(=S)N(C)C1=O,30%
CCCc1nc(SCc2ccc(Cl)cc2Cl)n[nH]1,-4%
O=c1oc(Nc2ccccc2F)nc2ccccc12,4%
